Compound activity: PubChem BioAssay, National Center for Advancing Translational Sciences (NCATS)
Tau fil binding = binds recombinant human tau filaments; P10636; AID 596; 71,000 compounds, 2% hits; Potency, µM (titrated, usually from 57.1 µM), for the others: at the highest dose activity change, negative = inhibition; recombinant tau filaments, thioflavin S fluorescence, 15 h; filaments grown with octadecylsulfate alongside compound;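 note: potency is the fitted concentration of half-maximal effect; % is set by controls: 0 for no effect and ±100 for the full control effect; actives lower thioflavin S fluorescence by blocking filaments or displacing dye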
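Quantitative HTS: thioflavine S signal from ODS-induced tau filaments, excited at 450 nm, emission 510 nm. Conditions: 1 uM tau, 30 uM ODS, 15 h at 37 C, pH 7.4.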
Luciferase inh = blocks Photinus pyralis firefly luciferase activity. P08659. purified firefly luciferase, luminescence, 8 min. Potency, µM (series often up to 57.1 µM), for inactives: top-dose activity change, negative = inhibition, hits mostly inhibitors. 72,000 compounds, 2.2% hits. AID 411; note: potency is the fitted concentration of half-maximal effect; % is set by controls: 0 for no effect and ±100 for the full control effect; nearly all actives have a fitted effect of over 40% in size
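Inhibition of light generation by firefly luciferase from ATP and luciferin was profiled with concentration-response curves per sample, ATP held at 10 uM within the enzyme's linear range. Plates were read by luminescence after an 8-minute ambient incubation.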
4-MU autofl = 4-MU region autofluorescence; 59,000 compounds, 11% hits; compound autofluorescence, 340/450 nm, 4-MU equivalents; active compounds read high; AID 589; max dye-equivalent concentration, M; in the data active = max dye-equivalent concentration above about 10 nM; inconclusive = mostly about 1.1 nM to 9.6 nM
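Compounds in 100 mM Tris, pH 8.0, incubated 15 min at room temperature, then fluorescence read at 340 nm excitation/450 nm emission. Signal converted to 4-MU dye-equivalent concentration using an on-plate six-point 4-MU standard curve.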
Casp1 inh = blocks human caspase-1 allosterically or competitively | 75,000 compounds, 0.03% hits | AID 900 | Caspase-1 enzyme, Ac-WEHD-AFC fluorogenic rate | Potency, µM (doses to about 57.5 µM), inactives show top-dose activity change, negative = inhibition, most hits filed as inhibitors;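 note: potency is the fitted concentration of half-maximal effect; plate controls were vehicle for no effect and no substrate for full effect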
Target sequence (P29466 120-297 limits assumed): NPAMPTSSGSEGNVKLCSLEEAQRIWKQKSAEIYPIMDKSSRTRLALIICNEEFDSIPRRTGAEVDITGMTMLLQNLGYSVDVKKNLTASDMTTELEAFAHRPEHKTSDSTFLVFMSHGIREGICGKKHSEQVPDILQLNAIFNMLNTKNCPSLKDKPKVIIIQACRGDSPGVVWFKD
Target sequence (P29466 317-404 limits assumed): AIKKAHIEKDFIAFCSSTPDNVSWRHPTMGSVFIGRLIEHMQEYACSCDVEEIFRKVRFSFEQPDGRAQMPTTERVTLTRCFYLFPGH
Casp7 inh = allosteric or competitive inhibitors of human caspase-7; P55210; recombinant caspase-7, Ac-DEVD-AFC fluorescence rate; Potency, µM (series often up to 57.5 µM), without a hit: at the highest dose activity change, negative = inhibition, usual class: inhibitors; 75,000 compounds, 0.02% hits; active = well fitted inhibition curve with a large enough effect in the main read-out, with a control signal flat, not every such curve was filed as active; inconclusive = small, poorly fitted or top-dose-only effect, or a change in a side signal; note: potency is the fitted concentration of half-maximal effect; % of control where 0% means no effect
Target sequence (P55210 24-198 limits assumed): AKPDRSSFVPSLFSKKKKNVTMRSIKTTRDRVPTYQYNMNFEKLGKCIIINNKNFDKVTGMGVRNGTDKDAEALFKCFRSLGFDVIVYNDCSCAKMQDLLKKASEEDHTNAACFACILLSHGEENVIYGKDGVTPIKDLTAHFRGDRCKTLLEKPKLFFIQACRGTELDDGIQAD
Target sequence (P55210 207-303 limits assumed): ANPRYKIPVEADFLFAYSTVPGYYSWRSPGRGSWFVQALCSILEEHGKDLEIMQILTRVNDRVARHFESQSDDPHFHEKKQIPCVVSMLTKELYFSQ
ERK AVP block = vasopressin-driven ERK pathway inhibition; HEK293-V1b, vasopressin-stimulated pERK AlphaScreen; Potency, µM (series often up to 57.5 µM), for the others: at the top dose activity, negative = inhibition, actives largely listed as inhibitors; 72,000 compounds, 0.99% hits; AID 995; note: potency is the fitted concentration of half-maximal effect; % is set by controls: 0 for no effect and ±100 for the full control effect; nearly all actives have a fitted effect of over 55% in size
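HEK293 cells stably expressing V1b receptor, preincubated 30 min at 37 °C with compound, then stimulated 5 min with 25 nM vasopressin. Phospho-ERK by AlphaScreen SureFire after 5 h RT; normalized to DMSO and vasopressin; AC50 by Hill fit.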
HEK293 cAMP cs = raises cAMP in parental HEK293 cells, TSHR agonist counter-screen | AID 938 | Potency, µM (series often up to 57.1 µM), without a hit: at the highest dose activation, actives largely listed as activators | parental HEK293 CNG cAMP sensor, membrane potential fluorescence | 73,000 compounds, 2.5% hits; note: potency is the fitted concentration of half-maximal effect; % of control where 0% means no effect; nearly all actives have a fitted effect of over 55% in size
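Counterscreen for endogenous-receptor signalling: CNG-channel HEK 293 cells report cAMP rise by membrane depolarization. After 60 min dye equilibration with 100 uM RO 20-1724, compounds incubated 30 min before bottom-read fluorescence at 590 nm.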
A350 fluor = compounds fluorescent in Alexa 350 spectral region | AID 590 | Compound autofluorescence, 340/450 nm, Alexa 350 dye-equivalents; active compounds read high | 59,000 compounds, 11% hits | max dye-equivalent concentration, M; in the data active = max dye-equivalent concentration above about 10 nM; inconclusive = mostly about 1.1 nM to 9.6 nM
Rhodamine autofl = compound fluoresces in the rhodamine spectral region; Rhodamine-region fluorescence, 547/598 nm, Tris buffer; active compounds read high; max dye-equivalent concentration, M; 59,000 compounds, 0.05% hits; in the data active = max dye-equivalent concentration above about 11 nM; inconclusive = between about 1.1 nM and that limit
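Read-out is relative fluorescence at 547 nm excitation and 598 nm emission, expressed as dye-equivalent concentration using rhodamine standards on every plate. Each compound was profiled across a concentration series after 15 min in 100 mM Tris, pH 8.0.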
TexasRed autofl = Texas Red region autofluorescence; Compound fluorescence, Texas Red channel, 547/618 nm; active compounds read high; max dye-equivalent concentration, M; 59,000 compounds, 0.06% hits; AID 587; in the data active = max dye-equivalent concentration above about 10 nM; inconclusive = between about 1.1 nM and that limit
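Pin-transferred compounds and Texas Red standards go into 100 mM Tris buffer, pH 8.0. After 15 min at room temperature, plates are imaged with 547/618 nm filters. Each value is a dye-equivalent concentration derived from the per-plate dye curve.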
Fluorescein autfl = fluorescein region autofluorescence. Compound autofluorescence, 480/540 nm, fluorescein-equivalent; active compounds read high. max fluorescein-equivalent concentration, M. 59,000 compounds, 0.91% hits; in the data active = max fluorescein-equivalent concentration above about 10 nM; inconclusive = between about 1.1 nM and that limit
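First, buffer (100 mM Tris, pH 8.0) dispensed; second, compounds and fluorescein standards pinned in; third, 15 min room-temperature incubation; finally, imaging at ex 480 nm/em 540 nm. Fluorescence normalized against the six-point fluorescein curve.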
An asterisk follows results filed as active; i = inactive; u = inconclusive; x = not tested or not shown; & = joins results of further samples; [ ] = another dose, or the depositor's remark. Unless noted, calls come from the whole dose curve; as a rule, active = well fitted curve in the direction sought with a large enough effect; inconclusive = small, poorly fitted or top-dose-only effect, or another doubt; inactive = no such curve, though single readings can be large; an effect the other way counts as inactive or inconclusive. This is a subset (hit frequency here may not be typical).

SMILES	Tau fil binding	Luciferase inh	4-MU autofl	Casp1 inh	Casp7 inh	ERK AVP block	HEK293 cAMP cs	A350 fluor	Rhodamine autofl	TexasRed autofl	Fluorescein autfl
c1ccc(-c2cc(N3CCCCC3)ncn2)cc1	-6%	u	i	0%	-2%	-22%	u	i	i	i	i
COc1cc2c(cc1NC(=O)Cn1cnc3c1c(=O)n(C)c(=O)n3C)oc1ccccc12	5%	-1%	i	1%	-1%	-8%	-1%	i	i	u	i
O=C(NCCN1CCOCC1)c1ccc(CS(=O)(=O)c2ccc(Cl)cc2)o1	4%	0%	i	-1%	-5%	6%	17%	i	i	i	u
Nc1nc2ccc([N+](=O)[O-])cc2s1	u	x	x	-1%	-3%	-3%	-10%	x	x	x	x
COc1cc(NC(=O)c2cccs2)c(C(=O)OCC(=O)NCc2ccco2)cc1OC	45%	0%	3.5e-08M*	-3%	-8%	u	u	4.2e-08M*	i	i	u
CCS(=O)(=O)N1CCC(C(=O)NCc2ccccc2OC)CC1	12%	0%	i	4%	0%	29%	6%	u	i	i	i
Nc1nc(-c2cccnc2)nn1C(=O)Cc1ccccc1	2%	1%	1.2e-08M*	-3%	-3%	-12%	4%	1.3e-08M*	i	i	i
Fc1ccccc1-c1nc(-c2ccccc2)no1	-4%	6.3µM*	i	-3%	0%	34%[activator]	6%	i	i	i	i
CC(=O)Cc1nsc(Nc2ccc3c(c2)OCCO3)n1	-8%	-13%	i	0%	0%	-12%	6%	i	i	i	i
CCC1c2ccc(C)n2CCN1C(=O)Nc1ccccc1OC (stereo not given)	207%	-30%	1.8e-08M*	u	-25%	-16%	5%	2.1e-08M*	i	u	u
CCn1cc(C(=O)O)c(=O)c2cc(F)c(N3CCN(C(=O)Nc4ccccc4)CC3)cc21	-1%	1%	2.1e-08M*	-1%	1%	-6%	u	2.1e-08M*	i	i	i
COc1ccccc1C(=O)Nc1ccc(N2CCN(S(C)(=O)=O)CC2)cc1	0%	-23%	2.5e-08M*	-1%	0%	-7%	3%	2.3e-08M*	i	i	i
CC1CCCN(CCCNC(=O)CCn2nc(-c3ccccc3)ccc2=O)C1 (stereo not given)	0%	1%	i	-3%	0%	-10%	6%	i	i	u	i
O=C(COC(=O)c1ccco1)NCc1cccs1	-4%	0%	i	1%	2%	-9%	3%	i	i	u	u
O=C(O)CSc1nc2ccc(Cl)cc2[nH]1	-5%	-3%	i	-1%	2%	-17%	-6%	i	i	i	i

Gathered by group: the compounds so far with a Cl atom
SMILES	Tau fil binding	Luciferase inh	4-MU autofl	Casp1 inh	Casp7 inh	ERK AVP block	HEK293 cAMP cs	A350 fluor	Rhodamine autofl	TexasRed autofl	Fluorescein autfl
O=C(NCCN1CCOCC1)c1ccc(CS(=O)(=O)c2ccc(Cl)cc2)o1	4%	0%	i	-1%	-5%	6%	17%	i	i	i	u
O=C(O)CSc1nc2ccc(Cl)cc2[nH]1	-5%	-3%	i	-1%	2%	-17%	-6%	i	i	i	i

(cont.)
SMILES	Tau fil binding	Luciferase inh	4-MU autofl	Casp1 inh	Casp7 inh	ERK AVP block	HEK293 cAMP cs	A350 fluor	Rhodamine autofl	TexasRed autofl	Fluorescein autfl
Cc1nnc(SCCN2CCOCC2)n1-c1cccc(Cl)c1	-12%	3%	i	-2%	4%	-21%	0%	i	i	i	u
CC(C)(C)NC(=O)C(c1ccco1)N(Cc1ccc2c(c1)OCO2)C(=O)Cn1nnc2ccccc21 (stereo not given)	4%	-1%	u	1%	1%	-6%	16µM*	u	i	i	i
Cc1cccc(OCc2nnc(SCC(=O)N3CCN(C(=O)c4ccco4)CC3)n2C)c1C	9%	0%	i	1%	0%	-3%	-2%	i	i	i	i
COC(=O)C1(C)NC(c2cccs2)C2C(=O)N(c3ccc(F)cc3)C(=O)C21 (stereo not given)	-4%	2%	i	1%	-2%	-1%	0%	i	i	i	i
COc1ccc(NC(=O)C2=C(C)Nc3ncnn3C2c2ccccc2C(F)(F)F)c(OC)c1 (stereo not given)	1%	2%	i	-2%	0%	0%	3%	i	i	i	u
O=C(c1ccccc1)N1CC(COc2ccccc2)OC(c2ccco2)O1 (stereo not given)	-12%	0%	i	-2%	-2%	-14%	u	i	i	i	i
Cc1noc(C)c1COC(=O)c1ccc2c(c1)S(=O)(=O)c1ccccc1C2=O	-9%	-1%	i	0%	1%	15%	-31%[inhibitor]	i	i	i	i
COc1ccc(CCN=CC2=C(O)CCCC2=O)cc1OC	8%	1%	x	-1%	1%	11%	2%	x	x	x	x
O=C(COC(=O)c1cccs1)NC1CCCCC1	2%	-9%	i	1%	1%	5%	12%	i	i	i	u
Cc1noc(C)c1-c1ccc2ncnc(NCc3cccnc3)c2c1	-4%	2%[2.29 µM]	i	-2%	-1%	-1%	2%	i	i	i	i
COc1cccc(N2CCN(C(=O)c3[nH]c(C)c(C(C)=O)c3C)CC2)c1	0%	-3%	i	-3%	-2%	-3%	11%	i	i	i	i
CN1CCc2ccccc2Cc2[nH]c3ccccc3c2CC1	u	-5%&1%	i	-11%	-14%	-6%	12%&11%	i	i	i	u
COc1cc(C2C(C(=O)c3ccc(C)o3)=C(O)C(=O)N2CCc2ccccc2)ccc1O (stereo not given)	-3%	4%	u	-7%	-2%	-1%	2%	u	i	i	i
O=C(c1ccccc1)C1C(=O)c2ccccc2C1=O	u	0%	i	2%	0%	9%	8%	i	i	i	i
CCN(C(=O)CN1CCN(c2ccccc2OC)CC1)c1c(N)n(Cc2ccccc2)c(=O)[nH]c1=O	0%	3%	i	-1%	1%	0%	-8%	u	i	i	u
COCCN1C(=O)c2oc3c(C)cc(C)cc3c(=O)c2C1c1cccc(O)c1 (stereo not given)	-4%	-3%	u	-1%	1%	-17%	-3%	u	i	i	i
CC1CCN(C(=O)CSc2nnc(Cc3cccn3C)n2-c2ccc(F)cc2)CC1	1%	2%	x	-2%	-1%	15%	0%	x	x	x	x
Clc1ccc(-c2nc(NCCN3CCOCC3)c3ccccc3n2)cc1	148%	-1%	x	-4%	-2%	u	-12%	x	x	x	x
Cn1c(=O)c2c(nc(N3CCN(Cc4ccccc4)CC3)n2CC(=O)c2ccccc2)n(C)c1=O	x	1%[25.5 µM]	i	x	x	x	x	i	i	i	i
CCN(CCNC(=O)C1CCN(Cc2nc(-c3cccc(Cl)c3)oc2C)CC1)c1ccccc1	122%	0%	i	2%	-1%	u	-63%[inhibitor]	i	i	u	u
COc1ccc(-c2noc(-c3ccccc3C(=O)NCc3ccco3)n2)cc1OC	10%	-8%	i	0%	3%	-17%	27%	u	i	i	u
c1cncc(-c2nnc3n2CCC3)c1	5%	6%	i	0%	1%	1%	14%	i	i	i	u
CC1CCN(C(=O)c2cccc(S(=O)(=O)N3CCCCC3)c2)CC1	10%	1%	i	-1%	1%	-11%	21%	i	i	u	i
CC1(C)CC(O)C(CCC(O)c2ccccc2)C(C)(C)N1 (stereo not given)	-27%	1%	i	2%	0%	2%	5%	u	i	i	i
CC(C)C(c1nnnn1CCc1ccccc1)N1CCN(C(=O)c2ccco2)CC1 (stereo not given)	16%	0%	i	2%	-2%	14%	21%	i	i	u	i
O=C(C1CC1)N1CCc2cc(Br)cc(S(=O)(=O)NCCN3CCOCC3)c21	-4%	1%	i	1%	-1%	-17%	13%	i	i	i	i
O=c1ccc2ccc(OCc3nnc(-c4ccccc4Br)o3)cc2o1	137%	0%	6.9e-08M*	-3%	-6%	-1%	17%	7.7e-08M*	i	i	i
C=C[C@@]1(C)CC(=O)[C@@]2(O)[C@@]3(C)[C@@H](O)CCC(C)(C)[C@@H]3[C@H](OC(=O)CCN(C)C)[C@H](OC(C)=O)[C@@]2(C)O1	-27%	-1%	x	0%	0%	1µM*	0.13µM*	x	x	x	x
CC1(C)Cc2c(C#N)c(OCC(=O)c3ccc(Cl)cc3)nc(-c3ccco3)c2CO1	12%	1%	1e-07M*	0%	-4%	1%	29%	1.2e-07M*	i	i	i

Retrieved by structure from the entries so far:
SMILES	Tau fil binding	Luciferase inh	4-MU autofl	Casp1 inh	Casp7 inh	ERK AVP block	HEK293 cAMP cs	A350 fluor	Rhodamine autofl	TexasRed autofl	Fluorescein autfl
CC1(C)Cc2c(C#N)c(OCC(=O)c3ccc(Cl)cc3)nc(-c3ccco3)c2CO1	12%	1%	1e-07M*	0%	-4%	1%	29%	1.2e-07M*	i	i	i
O=C(C1CC1)N1CCc2cc(Br)cc(S(=O)(=O)NCCN3CCOCC3)c21	-4%	1%	i	1%	-1%	-17%	13%	i	i	i	i
C=C[C@@]1(C)CC(=O)[C@@]2(O)[C@@]3(C)[C@@H](O)CCC(C)(C)[C@@H]3[C@H](OC(=O)CCN(C)C)[C@H](OC(C)=O)[C@@]2(C)O1	-27%	-1%	x	0%	0%	1µM*	0.13µM*	x	x	x	x
COCCN1C(=O)c2oc3c(C)cc(C)cc3c(=O)c2C1c1cccc(O)c1 (stereo not given)	-4%	-3%	u	-1%	1%	-17%	-3%	u	i	i	i
